Screening results from PubChem BioAssay.
APP 5'UTR act: activates APP 5'UTR luciferase reporter; SH-SY5Y APP 5'UTR luciferase reporter, luminescence; zero percent = DMSO vehicle wells; activation, % at 2 µM; 190,000 tested, 1% active; AID 1276;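 active = activation above a set limit, based on mean plus 3 SD of controls, cut at about 140% in these data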; note: values of inactives mirror those of a sister screen read the other way
FLuc inh counter: counter-screen for luciferase assay inhibitors: firefly luciferase inhibition | 200,000 tested, 1.5% active | AID 1006 | ATPLite firefly luciferase biochemical luminescence, 10 min | P08659 | inhibition, % at 10 µM;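 active = inhibition above about 50% when tested at 10 µM, limit read from the data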
Target sequence (P08659 whole entry, looked up): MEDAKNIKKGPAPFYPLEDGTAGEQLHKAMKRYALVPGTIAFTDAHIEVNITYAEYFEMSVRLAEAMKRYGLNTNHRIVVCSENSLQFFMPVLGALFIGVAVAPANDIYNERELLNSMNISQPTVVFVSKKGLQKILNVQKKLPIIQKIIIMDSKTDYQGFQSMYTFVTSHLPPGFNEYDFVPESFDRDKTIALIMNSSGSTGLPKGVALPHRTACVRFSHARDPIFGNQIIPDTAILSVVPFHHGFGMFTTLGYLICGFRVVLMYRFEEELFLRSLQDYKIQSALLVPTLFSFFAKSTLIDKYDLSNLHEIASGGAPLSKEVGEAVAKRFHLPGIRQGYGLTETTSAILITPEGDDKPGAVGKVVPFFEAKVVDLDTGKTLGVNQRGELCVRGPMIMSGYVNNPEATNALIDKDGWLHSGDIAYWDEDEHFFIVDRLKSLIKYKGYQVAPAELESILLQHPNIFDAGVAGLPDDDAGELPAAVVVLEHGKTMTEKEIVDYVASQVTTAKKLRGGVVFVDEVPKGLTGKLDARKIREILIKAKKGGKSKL
Efa HMGR inh: E. faecalis class II HMG-CoA reductase inhibition | purified E. faecalis HMGR, NADPH absorbance 340 nm kinetic | inhibition, % at 10 µM | 190,000 tested, 0.41% active;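 active = inhibition above a set limit, the median over all tested compounds plus 3 SD, cut at about 9.5% in these data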;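 note: enzyme runs in reverse so mevalonate oxidation gives rising NADPH absorbance; 0% = complete reaction with DMSO and 100% = background rate lacking mevalonate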
G6PDH CS: counter-screen for G6PDH assay hits: L. mesenteroides G6PDH inhibition | Purified L. mesenteroides G6PDH, diaphorase/resazurin coupled fluorescence, 45 min | inhibition, % at 5 µM | 200,000 tested, 0.12% active; in the data active = inhibition above about 50%
FLuc act counter: firefly luciferase counter-screen for stimulation assays. 200,000 tested, under 10 active. ATPlite luciferase biochemical, luminescence, 10 min; 0 = ATP-free wells, 1 = DMSO control. P08659. activation factor at 10 µM;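 active = luciferase activation factor, scaled between plate controls, of at least 2 with compound at 10 µM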
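Assay system – cell-free luciferase reagent · Medium – PBS-based ATP solution · Dosing – test compounds dosed from 2 mM stocks in 100% DMSO · Timing – 10 min, room temperature · Technique – light output (luminescence) · Measure – luminescence gain marking luciferase activators · Controls – No-ATP low control, compound-free enzyme-plus-ATP high control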
NF-kB neuron act: raises NF-kB expression in human neuronal cells. 190,000 tested, 1.6% active. fold change at 12.5 µM. NF-kB reporter expression; active compounds read high; in the data active = fold change above about 3.3
APP transl inh: APP translation inhibition | SH-SY5Y APP 5'UTR-luciferase reporter, luminescence | inhibition, % at 2 µM | 190,000 tested, 0.82% active | AID 1285;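 active = inhibition above a set limit, derived from the sample mean plus 3 SD, cut at about 45% in these data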; note: values of inactives mirror those of a sister screen read the other way
Hsp70 act: Hsp70 transcriptional activation, primary screen. activation, % at 10 µM. AID 1203. 200,000 tested, 0.04% active. HeLa Hsp70 promoter luciferase reporter, luminescence; scaled: vehicle 0, proteasome-inhibitor control 100%;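 active = activation above the mean across all tested compounds plus 3 SD, cutoff set per campaign, cut at about 5.5% in these data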;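 note: 100% = MG132 at 30 µM as the positive control and 0% = DMSO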
DTT redox prof: compounds producing H2O2 with reducing agent – biochemical, NIH compound library profiling, artefact control for MLSCN library redox annotation, primary screen. AID 878. activation, % at 10 µM. DTT-dependent redox cycling H2O2, phenol red/HRP absorbance; 100% = 100 µM peroxide control, 0% = buffer. 200,000 tested, 0.03% active;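 active = activation of at least 50% relative to the plate's high and low controls in the primary single-dose screen; inactive = activation below 50%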;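 note: compound incubated with DTT at 0.8 mM final as the reducing agent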
STAT1 act: activators of IFN-gamma induced STAT1 signaling | NIH 3T3 STAT1-luciferase reporter, luminescence; 100% = IFN-gamma alone, no compound | 200,000 tested, 2.6% active | AID 932 | activation (% of control), % at 5.5 µM;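 active = activation above the screen-wide mean activation plus 3 SD, cut at about 130% in these data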;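 note: raw ratio to IFN-gamma control signal so 100% means no change and 0% no light; values of inactives mirror those of a sister screen read the other way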
Numbers without * were called inactive; . = not tested or not shown.

(1) COc1cccc(OCc2nnc(SC)n2C)c1
(2) COc1ccccc1N1CCN(/N=C\C(Br)=C\c2ccccc2)CC1
(3) O=C(COc1ccc(Cl)cc1Cl)Nc1ccc(Cl)cn1
(4) CC(=O)c1cccc(NC(=S)Nc2ccn(Cc3cccc4ccccc34)n2)c1
(5) Clc1ccc(OCc2nc(-c3ccccn3)n[nH]2)cc1
(6) Oc1c(Br)cccc1/C=N/Nc1c(F)c(F)c(F)c(F)c1F
entry no.	1	2	3	4	5	6
APP 5'UTR act	23	8	181*	9	-9	3
FLuc inh counter	0	2	86*	-2	8	0
Efa HMGR inh	3	-10	-3	0	-2	-4
G6PDH CS	16	20	-2	6	7	-13
FLuc act counter	1	1	0.1	1	0.9	1
NF-kB neuron act	1.3	1.3	4.5*	1.2	1.8	1.2
APP transl inh	-23	-8	-181	-9	9	-3
Hsp70 act	-0.1	-0.3	-0.2	-0.2	0.1	-0.2
DTT redox prof	1.5	0.3	-3.4	0.6	1.9	0.2
STAT1 act	106	101	142*	97	106	96

(7) Cc1ccc(CCN2C(=O)c3ccccc3C2C(=O)NCc2cccnc2)cc1 (configuration not stated)
(8) Cc1cccc(NC(=S)N/N=C/c2ccc([N+](=O)[O-])s2)c1
(9) Cc1n[nH]c(C)c1S(=O)(=O)N1CCCCCC1
(10) O=C(CCCN1C(=O)/C(=C/c2cccs2)SC1=S)Nc1ccc(C(=O)O)cc1
(11) Cc1scc(C(=O)N/N=C/c2ccc(OCC(C)C)cc2)c1C
(12) O=C(COC(=O)/C=C/c1ccco1)NCc1ccccc1
entry no.	7	8	9	10	11	12
APP 5'UTR act	25	3	-36	5	.	4
FLuc inh counter	-9	-4	-4	-2	-5	-2
Efa HMGR inh	-4	-8	1	2	-1	-8
G6PDH CS	4	11	-9	-8	7	5
FLuc act counter	1.1	1	1	1	1	1
NF-kB neuron act	1.2	1	1.1	1.1	0.74	1.2
APP transl inh	-25	-3	36	-5	.	-4
Hsp70 act	-0.1	-0.1	-0.2	-0.1	-0.4	0.0
DTT redox prof	-0.3	-7.0	0.2	4.1	0.1	0.0
STAT1 act	84	90	99	97	102	98

(13) Cc1occc1-c1nnc(SCC(=O)NC(C)(C)C)n1CC(C)C
(14) Cc1cc(NC(=O)CCC(=O)N(Cc2ccco2)C2(C(=O)NC3CCCCC3)CCN(C)CC2)no1
(15) COc1ccccc1N1CCN(C(=O)CSc2nnc3c4ccccc4nc(Cc4ccccc4)n23)CC1
(16) CCOC(=O)c1cc2cc(CC(=O)c3ccc(OCC)cc3O)ccc2o1
(17) O=C(NCc1ccccn1)c1cccc(NS(=O)(=O)c2ccccc2F)c1
(18) Cc1nn(Cc2ccccc2Cl)c(C)c1C(=O)NC1=NCCS1
entry no.	13	14	15	16	17	18
APP 5'UTR act	-7	-9	-1	-11	-9	10
FLuc inh counter	-6	-12	-9	-4	0	1
Efa HMGR inh	1	-4	-5	1	3	-10
G6PDH CS	8	-5	-23	-1	8	3
FLuc act counter	1.1	1.1	1.1	1	1	1
NF-kB neuron act	1.1	1	0.44	1	1.1	1.2
APP transl inh	7	9	1	11	9	-10
Hsp70 act	-0.4	0.2	-0.2	0.1	-0.2	-0.4
DTT redox prof	0.4	2.9	0.5	-0.3	-0.5	2.8
STAT1 act	108	105	98	100	100	104

(19) CCOc1cc(/C=C2/NC(=O)N(CC(=O)Nc3cccc(C)c3)C2=O)ccc1OC
(20) Cc1ccc(NC(=O)C(=O)NCCN2CCN(C(=O)C(c3ccccc3)c3ccccc3)CC2)cc1
(21) Cc1cc(C)n2nc(SCc3nnc(SCc4ccccc4)s3)nc2n1
(22) O=C(N/N=C/c1c[nH]c2ccccc12)c1[nH]c2ccc(Br)cc2c1-c1ccccc1
(23) Cc1ccc2nc(NC(=O)C3CCN(S(=O)(=O)c4cccc5nsnc45)CC3)sc2c1
(24) N#Cc1nc(-c2ccc(Cl)cc2)oc1NCC1CCCO1 (configuration not stated)
entry no.	19	20	21	22	23	24
APP 5'UTR act	-16	5	-11	-92	-12	29
FLuc inh counter	0	-7	-5	-2	-6	-2
Efa HMGR inh	-5	-3	-3	0	-7	-1
G6PDH CS	16	8	2	-8	-23	2
FLuc act counter	1	1.1	1.1	1	1.1	1
NF-kB neuron act	1	1	0.85	3.6*	0.51	2.1
APP transl inh	16	-5	12	92*	12	-29
Hsp70 act	-0.1	-0.2	0.0	0.1	-0.4	0.1
DTT redox prof	-4.4	2.0	-4.1	1.5	0.0	-0.3
STAT1 act	96	103	86	109	109	116

(25) CCCCN(CC)C(=O)CSc1cc(=O)n(C)c2ccccc12
(26) COC(=O)c1cccnc1N1CCN(c2ccccc2F)CC1
(27) NC(=O)COc1ccc(C23CC4CC(CC(C4)C2)C3)cc1
(28) FC(F)(F)c1ccccc1NC(=S)Nc1cccc(Cl)c1
(29) COc1ccc(-c2cc3ccccc3n2CC(O)Cn2nc(C)cc2C)cc1 (configuration not stated)
(30) Cc1ccc(C)c(OCCOCCN2CC(C)OC(C)C2)c1C (configuration not stated)
entry no.	25	26	27	28	29	30
APP 5'UTR act	1	6	32	1	13	.
FLuc inh counter	-9	1	5	-4	-4	0
Efa HMGR inh	-3	4	7	-3	-4	0
G6PDH CS	-17	2	2	0	4	10
FLuc act counter	1.1	1	1	1	1	1
NF-kB neuron act	0.94	1.2	1.7	1.2	0.94	1
APP transl inh	-1	-6	-32	-1	-13	.
Hsp70 act	-0.4	-0.3	-0.1	2.9	0.0	-0.1
DTT redox prof	1.1	-3.0	0.0	-0.2	-2.4	0.0
STAT1 act	99	107	124	96	97	100

(31) CC(C)CC(=O)Nc1ccccc1N1CCN(c2ccc(F)cc2)CC1
(32) CCCN(CCC)C(=O)CSc1nc2c(sc(=S)n2-c2ccc(OCC)cc2)c(=O)[nH]1
(33) CC(C)CSc1nc2ccccc2c(=O)[nH]1
(34) O=C(Nc1ccccc1)N1CCc2scc[n+]2-c2ccccc21
(35) COc1ccc(-c2onc(C)c2-c2cnn(-c3ccccc3)c2)c(O)c1
(36) Cc1cccc(NC(=O)c2cccc3c2C(=O)c2ccccc2-3)c1
entry no.	31	32	33	34	35	36
APP 5'UTR act	-2	-6	0	9	-6	8
FLuc inh counter	-3	-4	-4	-6	0	-1
Efa HMGR inh	-4	-3	-3	-1	2	-2
G6PDH CS	9	-4	-14	-1	16	2
FLuc act counter	1	1	1	1.1	1	1
NF-kB neuron act	1	1.3	1.6	1.1	1.1	1.1
APP transl inh	2	6	0	-9	6	-8
Hsp70 act	-0.2	0.0	-0.1	0.6	-0.3	-0.1
DTT redox prof	-1.0	-0.5	2.7	-0.2	-0.7	-5.6
STAT1 act	103	99	104	94	97	95

(37) CCCc1nc2c(sc3nc4c(cc32)COC(C)(C)C4)c(=O)n1Cc1ccco1
(38) CC(/C=C/c1ccccc1)=N\NC(=O)c1cc(C)[nH]n1
(39) Cc1cccc(N2C(=O)CC(N3CCN(Cc4ccc5c(c4)OCO5)CC3)C2=O)c1 (configuration not stated)
(40) Cc1ccccc1Nc1nnc(SCC(=O)NC2CCCc3ccccc32)s1 (configuration not stated)
(41) CC1=Nc2ccccc2/C1=C\c1nc(-c2ccc(C(F)(F)F)cc2)oc1O
(42) Cc1ccc(CNc2nc(-c3cccs3)nc3ccccc23)cc1
entry no.	37	38	39	40	41	42
APP 5'UTR act	7	5	-7	7	-11	.
FLuc inh counter	-6	-1	-1	-2	-7	-9
Efa HMGR inh	-1	-9	-3	-5	-1	-4
G6PDH CS	-24	-4	14	5	8	-3
FLuc act counter	1.1	1	1	1	1.1	1.1
NF-kB neuron act	1.1	1.4	1	0.73	0.91	1.1
APP transl inh	-8	-5	6	-7	11	.
Hsp70 act	-0.3	-0.2	-0.4	-0.3	-0.1	-0.2
DTT redox prof	-2.6	-1.6	0.7	0.4	3.0	0.8
STAT1 act	94	98	92	144*	102	98

(43) CCCCC(=O)NS(=O)(=O)c1ccc(N=NN2CCCCC2)cc1
(44) CCOCCCNCC(=O)Nc1ccccc1N1CCOCC1
(45) O=C(NC(Cc1ccccc1)c1nc2ccccc2[nH]1)C1CC(=O)N(c2ccc3c(c2)OCCO3)C1 (configuration not stated)
(46) c1ccc(-n2c(Cc3cn4ccsc4n3)nnc2N2CCOCC2)cc1
(47) O=C(CNS(=O)(=O)c1ccc(Br)s1)Nc1ccc2c(c1)OCCO2
(48) COc1ccc(CNC(=O)COC(=O)c2ccccc2C(=O)c2ccccc2)cc1
entry no.	43	44	45	46	47	48
APP 5'UTR act	6	3	-8	-5	-3	19
FLuc inh counter	-4	-4	2	-11	2	-6
Efa HMGR inh	-6	-5	1	0	-2	-4
G6PDH CS	-18	4	9	-1	2	4
FLuc act counter	1	1	1	1.1	1	1.1
NF-kB neuron act	1.2	1	0.59	1.1	1.2	0.97
APP transl inh	-6	-3	8	5	3	-19
Hsp70 act	-0.2	1.3	0.7	0.0	-0.2	0.2
DTT redox prof	-0.3	1.6	0.5	1.5	-1.3	-0.5
STAT1 act	95	106	101	102	108	88

(49) CC(Oc1ccccc1F)C(=O)/C=C/N(C)C (configuration not stated)
(50) Cc1cccc(NC(=O)c2cccs2)n1
(51) COc1cccc(C(=O)N/N=C/c2cn[nH]c2-c2ccc(OC)cc2OC)c1
(52) Cc1cccc(Cc2nnc(CCC(=O)NCc3ccncc3C)o2)c1
(53) Cc1nc2[nH]c(=O)c3c(n2n1)NC1=C(C(=O)CC(C)(C)C1)C3c1ccc(F)cc1 (configuration not stated)
(54) COc1ccc(-c2nc(C#N)c(N3CCN(c4ccccc4)CC3)o2)cc1
entry no.	49	50	51	52	53	54
APP 5'UTR act	-8	36	-11	4	-3	3
FLuc inh counter	-7	2	-2	-4	-5	-4
Efa HMGR inh	-3	0	-6	-1	-5	-1
G6PDH CS	2	1	11	0	3	-62
FLuc act counter	1.1	1	1	1	1	1
NF-kB neuron act	1.3	2	1	1.3	0.84	1
APP transl inh	8	-36	11	-4	3	-3
Hsp70 act	-0.4	0.1	-0.3	-0.4	0.7	-0.1
DTT redox prof	2.7	-0.4	-3.6	-0.6	-1.3	0.4
STAT1 act	104	117	101	100	99	106

Excerpt, compounds 47 to 54
(47) O=C(CNS(=O)(=O)c1ccc(Br)s1)Nc1ccc2c(c1)OCCO2
(48) COc1ccc(CNC(=O)COC(=O)c2ccccc2C(=O)c2ccccc2)cc1
(49) CC(Oc1ccccc1F)C(=O)/C=C/N(C)C (configuration not stated)
(50) Cc1cccc(NC(=O)c2cccs2)n1
(51) COc1cccc(C(=O)N/N=C/c2cn[nH]c2-c2ccc(OC)cc2OC)c1
(52) Cc1cccc(Cc2nnc(CCC(=O)NCc3ccncc3C)o2)c1
(53) Cc1nc2[nH]c(=O)c3c(n2n1)NC1=C(C(=O)CC(C)(C)C1)C3c1ccc(F)cc1 (configuration not stated)
(54) COc1ccc(-c2nc(C#N)c(N3CCN(c4ccccc4)CC3)o2)cc1
entry no.	47	48	49	50	51	52	53	54
APP 5'UTR act	-3	19	-8	36	-11	4	-3	3
FLuc inh counter	2	-6	-7	2	-2	-4	-5	-4
Efa HMGR inh	-2	-4	-3	0	-6	-1	-5	-1
G6PDH CS	2	4	2	1	11	0	3	-62
FLuc act counter	1	1.1	1.1	1	1	1	1	1
NF-kB neuron act	1.2	0.97	1.3	2	1	1.3	0.84	1
APP transl inh	3	-19	8	-36	11	-4	3	-3
Hsp70 act	-0.2	0.2	-0.4	0.1	-0.3	-0.4	0.7	-0.1
DTT redox prof	-1.3	-0.5	2.7	-0.4	-3.6	-0.6	-1.3	0.4
STAT1 act	108	88	104	117	101	100	99	106
